High-throughput results as filed in PubChem.
p53null 32C kill – selectivity test: cytotoxicity in p53 null cells, permissive temperature; H1299-neo p53 null cells, ATP luminescence, 24 h, 32C; Potency, µM (top dose mostly 46.1 µM), for the others: at the top dose activity change, negative = cytotoxicity, most hits filed as cytotoxic; 0.62% of 55,000 active; AID 903;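 note: potency is the fitted concentration of half-maximal effect; 0% = DMSO only and -100% = full killing by 100 µM tamoxifen; nearly all actives have a fitted effect of over 55% in size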
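ATP-content luminescence in p53-null H1299-neo cells after 24 h compound exposure (up to 46 uM) at 32C permissive temperature; 0% and 100% killing set by DMSO and 100 uM tamoxifen; Hill-equation AC50.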
p53null 39C kill – selectivity test: cytotoxicity in p53 null cells, nonpermissive temperature | H1299 p53-null (neo) cells, 39C, ATPlite viability, 24 h | Potency, µM (series often up to 46.1 µM), inactives show at the highest dose activity, negative = cell killing, actives largely listed as cytotoxic | 0.97% of 55,000 active | AID 904;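 note: potency is the fitted concentration of half-maximal effect; 0% = DMSO only and -100% = full killing by 100 µM tamoxifen; nearly all actives have a fitted effect of over 50% in size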
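Luminescent ATP signal reported cell survival after H1299 lines (neo, p53 null; or p53 A138V) received up to 46 uM compound and 24 hr incubation at 39C.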
TSG101-PTAP inh – blocks PTAP binding to human TSG101, validation. Q99816. Fluorescence polarization, FITC-PTAP peptide/Tsg101, 20 min. Potency, µM (titrated, usually from 115 µM), for inactives: at the highest dose activity change, negative = inhibition, hits mostly inhibitors. 44,000 tested, under 10 active; note: potency is the fitted concentration of half-maximal effect; 0% is about no effect
Target sequence (Q99816 whole entry, looked up): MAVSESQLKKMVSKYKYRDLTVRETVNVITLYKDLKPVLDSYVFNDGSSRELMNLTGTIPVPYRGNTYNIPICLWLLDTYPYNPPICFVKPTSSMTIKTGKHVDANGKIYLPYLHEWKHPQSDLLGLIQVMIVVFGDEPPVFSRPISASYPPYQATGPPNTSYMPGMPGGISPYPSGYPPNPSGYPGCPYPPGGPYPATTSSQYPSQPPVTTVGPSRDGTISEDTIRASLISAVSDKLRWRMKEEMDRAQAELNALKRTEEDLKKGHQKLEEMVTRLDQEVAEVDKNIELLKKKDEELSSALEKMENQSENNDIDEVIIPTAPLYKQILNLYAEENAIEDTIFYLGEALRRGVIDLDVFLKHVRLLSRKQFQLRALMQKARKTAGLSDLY
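Fluorescence polarization: Tsg101 binding domain (10 uM final) in 10 mM HEPES pH 7.5, 0.15 M NaCl, 0.01% Tween 20, 3 mM EDTA, 0.1 mM TCEP; compounds pinned; FITC-PTAP peptide 50 nM final; 20 min, r.t.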
GALK inhibitor – GALK (human) enzyme inhibition. P51570. recombinant GALK, Kinase-Glo ATP luminescence, 1 h. Potency, µM (top dose mostly 57.5 µM), for the others: at the highest dose activity, negative = inhibition, actives largely listed as inhibitors. 44,000 tested, under 10 active. AID 1347072;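 note: plate controls were full GALK reaction for no effect and reaction lacking GALK for full effect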
Target sequence (P51570 whole entry, looked up): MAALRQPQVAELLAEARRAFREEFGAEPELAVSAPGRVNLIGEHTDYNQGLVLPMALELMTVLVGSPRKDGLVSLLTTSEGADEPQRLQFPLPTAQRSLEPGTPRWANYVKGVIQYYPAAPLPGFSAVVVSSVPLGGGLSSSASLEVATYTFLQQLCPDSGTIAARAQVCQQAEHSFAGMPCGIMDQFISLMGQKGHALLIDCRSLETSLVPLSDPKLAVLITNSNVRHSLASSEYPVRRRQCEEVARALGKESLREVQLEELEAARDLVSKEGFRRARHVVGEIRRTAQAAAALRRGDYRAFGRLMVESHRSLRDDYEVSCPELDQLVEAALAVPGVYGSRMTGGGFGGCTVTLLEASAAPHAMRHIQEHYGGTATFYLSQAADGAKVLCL
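Luminescent ATP-depletion readout (Kinase-Glo Plus, 10 min) after 1 h RT reaction of 5 nM GALK, 35 uM ATP, 100 uM galactose, pH 8.0 HEPES buffer. Decreased kinase activity scored as inhibition.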
NTMT1 inh – NTMT1 methyltransferase inhibition. Q9BV86. NTMT1 MTase-Glo SAH luminescence, purified enzyme. Potency, µM (top dose mostly 114 µM), without a hit: at the highest dose activity change, negative = inhibition, most hits filed as inhibitors. 2.5% of 59,000 active. AID 1645870;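 note: potency is the fitted concentration of half-maximal effect; plate controls were DMSO vehicle for no effect and no enzyme for full effect; nearly all actives have a fitted effect of over 65% in size; many of its hits are not listed in these tables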
Target sequence (Q9BV86 whole entry, looked up): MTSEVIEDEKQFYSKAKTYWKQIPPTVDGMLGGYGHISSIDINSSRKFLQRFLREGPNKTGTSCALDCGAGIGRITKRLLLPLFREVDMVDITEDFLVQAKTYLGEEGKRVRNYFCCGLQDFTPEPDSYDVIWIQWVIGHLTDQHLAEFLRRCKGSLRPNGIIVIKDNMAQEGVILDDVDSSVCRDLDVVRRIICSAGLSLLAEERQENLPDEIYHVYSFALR
B2AR arrestin ag – beta-arrestin recruitment by human beta2-adrenergic receptor ligands; 44,000 tested, under 10 active; Potency, µM (top dose mostly 46.1 µM), for inactives: at the highest dose activation, actives largely listed as activators; HTLA Tango cells, beta-arrestin recruitment, luciferase luminescence, 18 h; P07550;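 note: potency is the fitted concentration of half-maximal effect; 0% = DMSO and full agonism = EC100 isoproterenol or metaproterenol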
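Tango cells expressing recombinant beta2-AR and beta-arrestin were treated with compounds (up to 46 microM titration) in DMEM with 1% FBS for 18 hr at 37 degrees C. Beta-arrestin recruitment drove tTA-dependent luciferase, read by luminescence; curves were fitted and classed.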
FH mod – Identification of activators of human fumarate hydratase by quantitative high-throughput screening | Fumarate hydratase, mitochondrial (Homo sapiens), P07954 | FH coupled MDH/diaphorase resazurin fluorescence, 15 min | Potency, µM (titrated, usually from 79.9 µM), for the others: top-dose activity change, negative = inhibition, actives largely listed as inhibitors | 0.22% of 54,000 active | AID 1347055, 2019; note: potency is the fitted concentration of half-maximal effect; % is set by controls: 0 for no effect and ±100 for the full control effect; the screen sought activators but most active calls are inhibition curves; nearly all actives have a fitted effect of over 45% in size
Active calls of the source: *; ? = inconclusive; / = not tested or not shown; [ ] = dose if it differs, or a comment. Calls come from the whole dose curve; as a rule, active = well fitted curve in the direction sought with a large enough effect; inconclusive = small, poorly fitted or top-dose-only effect, or another doubt; inactive = no such curve, though single readings can be large; an effect the other way counts as inactive or inconclusive. Only part of the results is shown, so the mix of outcomes need not match the whole.

SMILES	p53null 32C kill	p53null 39C kill	TSG101-PTAP inh	GALK inhibitor	NTMT1 inh	B2AR arrestin ag	FH mod
COc1ccc(OCCSc2nc(C)c(Cc3ccccc3)c(=O)[nH]2)cc1	3%	-15%	0%	-11%	16%	-1%	0%
NCCc1nnc(SCc2ccc(Cl)cc2)o1	-3%[9.22 µM]	-13%	2%	8%	0%	0%	10%
Cc1cc(C)c2oc(C(=O)N(Cc3ccc(F)cc3)C3CCS(=O)(=O)C3)cc(=O)c2c1 (configuration not stated)	-1%	-7%	3%	5%	0%	0%	-24%
COc1ccc(N(CC(=O)NCc2ccc(C)cc2)S(=O)(=O)c2c(C)[nH]c(=O)[nH]c2=O)cc1	-6%	-20%	0%	9%	10%	-2%	-23%
COc1ccc(-c2nc3ccc(Cl)cn3c2Nc2ccc(C)cc2)cc1	-5%	-4%	0%	0%	-5%	0%	-18%
CCC(=O)N1c2ccc(S(=O)(=O)NCc3cccc(OC)c3)cc2CC1C (configuration not stated)	14%	4%	-1%	-1%	1%	0%	-9%
CCN(CC)C(=O)CSc1cn(CC(=O)N2CCCCCC2)c2ccccc12	-4%	-12%	1%	2%	6%	2%	-5%
Cc1ccc(C)c(N2CCN(C(=O)c3c4c(nc5ccccc35)C(=O)N(C3CCCCC3)C4)CC2)c1	10%	35%[activator]	0%	0%	5%	0%	-15%
CCOCCCNC(=O)C1CCC(CNS(=O)(=O)c2ccc(NC(C)=O)cc2)CC1 (configuration not stated)	2%	6%	-3%	4%	18%	0%	0%
CC(Oc1ccccc1)C(=O)Nc1c(C(=O)Nc2cccc(F)c2)oc2ccccc12 (configuration not stated)	?	2%	-11%	0%	3%	1%	-15%
COc1ccc(CNC(=O)c2cc(-c3cccc(Cl)c3)on2)cc1	-1%	-8%	1%	-4%	/	-2%	/
Cc1cc2ccccc2n1CCNC(=O)c1cccc(Cl)c1	-1%	1%	-3%	1%	0%	0%	-17%

Fetched by compound from the entries so far:
SMILES	p53null 32C kill	p53null 39C kill	TSG101-PTAP inh	GALK inhibitor	NTMT1 inh	B2AR arrestin ag	FH mod
Cc1cc(C)c2oc(C(=O)N(Cc3ccc(F)cc3)C3CCS(=O)(=O)C3)cc(=O)c2c1 (configuration not stated)	-1%	-7%	3%	5%	0%	0%	-24%
NCCc1nnc(SCc2ccc(Cl)cc2)o1	-3%[9.22 µM]	-13%	2%	8%	0%	0%	10%

Just TSG101-PTAP inh, GALK inhibitor and NTMT1 inh (four entries from above):
molecule | TSG101-PTAP inh | GALK inhibitor | NTMT1 inh
CCC(=O)N1c2ccc(S(=O)(=O)NCc3cccc(OC)c3)cc2CC1C (configuration not stated) | -1% | -1% | 1%
CCN(CC)C(=O)CSc1cn(CC(=O)N2CCCCCC2)c2ccccc12 | 1% | 2% | 6%
Cc1ccc(C)c(N2CCN(C(=O)c3c4c(nc5ccccc35)C(=O)N(C3CCCCC3)C4)CC2)c1 | 0% | 0% | 5%
CCOCCCNC(=O)C1CCC(CNS(=O)(=O)c2ccc(NC(C)=O)cc2)CC1 (configuration not stated) | -3% | 4% | 18%

The listing continues:
SMILES	p53null 32C kill	p53null 39C kill	TSG101-PTAP inh	GALK inhibitor	NTMT1 inh	B2AR arrestin ag	FH mod
Cc1ccccc1Cn1c2ccccc2c2cnn(CC(=O)NCC(C)c3ccccc3)c(=O)c21 (configuration not stated)	-5%	1%	-1%	2%	?	-3%	3%
Cc1ccc(-c2csc(-c3cc4c([nH]c3=O)CC(c3ccccc3)CC4=O)n2)cc1 (configuration not stated)	30%[activator]	-4%	1%	2%	-19%	1%	12%
COc1ccc(Cl)cc1NC(=O)CSc1cc(C)[nH]c(=O)n1	-5%	-17%	1%	2%	-3%	-2%	-6%
COc1ccc(NC(=O)Cn2c(=O)n(CCC(=O)NCc3ccccc3OC)c(=O)c3ccccc32)cc1Cl	5%	20%	2%	0%	-14%	-1%	3%
Cc1cccc(N2CCN(C(=O)C3CCN(S(=O)(=O)c4ccc5c(c4)oc(=O)n5C)CC3)CC2)c1C	5%	4%	1%	0%	12%	0%	-14%
CCc1ccc(-c2[nH]c3c(c2-c2sc(C)c(C(=O)OC)c2O)c(=O)[nH]c(=O)n3C)cc1	1%	-6%	6%	1%	10%	0%	-6%
CCOC(=O)CCn1c(=O)c2cccn2c2cccnc21	3%	11%	3%	3%	-5%	-4%	-17%
COc1ccccc1CNC(=O)CCc1c(C)nn(-c2ccc(N3CCCC3)nn2)c1C	16%	-12%	-5%	2%	/	0%	/
CC(C)Oc1cccc(NC(=O)C2CCN(S(=O)(=O)Cc3ccccc3)CC2)c1	2%	-3%	-2%	3%	/	-1%	/
CCOC(=O)C1CCN(C(=O)CN2c3ccc(C(C)C)cc3-c3ccccc3S2(=O)=O)CC1	-5%	-6%	-2%	0%	-4%	-4%	-7%
CCCCCn1c(=N)c(S(=O)(=O)c2ccc(C)cc2)cc2c(=O)n3cc(C)ccc3nc21	6%	54%[activator]	-3%	4%	8%	-2%	-4%
Cc1ccc(Cn2c(CO)cnc2SCC(=O)Nc2cccc(F)c2)cc1	5%	26%	-1%	0%	-2%	-1%	-23%
O=S(=O)(NCC(c1cccs1)S(=O)(=O)c1ccccc1)c1ccccc1 (configuration not stated)	-3%	5%	-3%	0%	3%	-3%	-6%
CC(=O)Nc1ccc(S(=O)(=O)N2CCC(c3nnnn3-c3ccccc3)CC2)cc1	-11%	-15%	-5%	-4%	?	-2%	6%
Cc1cccc(Cc2c(C)nc3nc(SCc4ccccc4C)nn3c2C)c1	5%	17%	0%	1%	8%	1%	-15%
Cc1ccc(-c2c(C)n3c4c(=O)n(C)c(=O)n(C)c4nc3n2CCCO)cc1	-6%	-12%	-10%	4%	?	1%	-7%
Cc1cc(C)cc(OC(=O)c2cc(-c3ccc4c(c3)OCCO4)on2)c1	?	32µM*	3%	1%	9%	-4%	-7%
Cc1ccc(CNC(=O)COCc2cc(-c3ccc4c(c3)OCO4)on2)cc1	-5%	-10%	0%	6%	5%	0%	-4%
O=C(CCS(=O)(=O)c1ccccc1)N(Cc1cccnc1)c1nc2ccc(Cl)cc2s1	1%	34%[activator]	6%	-9%	-8%	-4%	-13%
CCN(CC)CCCNC(=O)c1nn(-c2ccc(OC)cc2)c(=O)c2c1c1ccccc1n2C	11%	-9%	3%	-1%	-17%	0%	-12%
CC1=C(C(=O)OCc2ccc(C)cc2)C(c2ccccc2C(F)(F)F)CC(=O)N1 (configuration not stated)	-7%	-24%	-1%	0%	-8%	-2%	3%
CCC(=O)N1c2ccccc2CC1C(=O)NCCCN1CCN(c2cccc(Cl)c2)CC1 (configuration not stated)	9%	1%	-5%	0%	-5%	0%	-7%
Clc1cccc(C2=NC(c3cccs3)=Nc3ccc(Br)cc3N2)c1	11%	3%	-1%	3%	89µM*	-1%	?
O=C(CCn1cnc2onc(-c3ccc(F)cc3)c2c1=O)N1CCN(c2ccc(F)cc2)CC1	10%	3%	-8%	3%	-18%	-1%	-24%
CC(C)(C)OC(=O)N1CCC(c2c(C(=O)NC3CCN(Cc4ccccc4)CC3)cnn2-c2cccc(F)c2)CC1	10%	-23%	-5%	2%	-2%	-1%	-13%
O=C(CC1N=C2c3ccccc3N=C(SCc3ccc(Cl)cc3)N2C1=O)NCCc1ccccc1 (configuration not stated)	4%	-16%	7%	-1%	-1%	-2%	?
COc1cc(OC)cc(-c2nc(-c3ccc4c(c3)[nH]c(=O)n4C)no2)c1	?	6%	1%	-2%	7%	0%	6%
COc1cc(SC)ccc1C(=O)N1CCn2c3c(c4cc(C)ccc42)CCCC31 (configuration not stated)	-23%	4%	-9%	0%	?	0%	-22%
CC(=O)c1cccc(Nc2nc(-c3cccc(C)c3)nc3ccccc23)c1	?	11µM*	-12%	0%	?	-2%	?
CCOc1ccc(C(=O)c2cn(Cc3ccc(OC)cc3)c3cc(OC)c(OC)cc3c2=O)cc1	1%	-3%	6%	8%	18%	0%	-24%
CCN(Cc1ccccc1)C(=O)CCS(=O)(=O)c1ccc2c(c1)CCN2C(C)=O	5%	-1%	2%	0%	-9%	1%	0%
O=C(Nc1ccc(Cl)c(-c2nc3ccccc3o2)c1)c1ccc(-c2cccc([N+](=O)[O-])c2)o1	-5%	5%	-6%	0%	8%	1%	-5%
CCN(C(=O)CCS(=O)(=O)c1cc2c(cc1C)NC(=O)CO2)c1cccc(C)c1	-2%	-15%	2%	-2%	-10%	0%	-2%
CCCCOC(=O)c1c(C)oc2c1cc(NS(=O)(=O)c1cc(OC)ccc1OC)c1ccccc12	-1%	-16%	-4%	3%	-2%	1%	?
Cc1ccc(NC(=O)c2cnc(SCC(=O)N3CCCc4ccccc43)n(C)c2=O)cc1C	2%	-10%	-2%	0%	5%	-2%	-2%
COc1cccc2sc(NC(=O)c3ccc(S(=O)(=O)N4CCC(C)CC4)cc3)nc12	8%	8%	1%	1%	7%	-1%	-9%
CCC(C(=O)NCc1ccc2c(c1)CCN2C(=O)c1ccc(F)cc1)c1ccccc1 (configuration not stated)	-1%	9%	3%	-3%	6%	-1%	-1%
COc1cc(OC)c(NC(=O)c2noc3c2CSc2ccccc2-3)cc1Cl	-13%	21%	-1%	-1%	-8%	-2%	2%
Cc1ccc(C)c(CN2C(=O)c3ccccc3S(=O)(=O)c3ccc(C(=O)N4CCN(Cc5ccccc5)CC4)cc32)c1	6%	-9%	-7%	-1%	3%	1%	-11%
CCOc1ccc(-n2c(SCc3ccccc3)nc3c([nH]c4ccccc43)c2=O)cc1	?	20%	0%	2%	3%	0%	-8%
Cc1ccc(S(=O)(=O)CCC(=O)Nc2ccc(Br)cc2C)cc1	-1%	-6%	-1%	3%	-14%	-1%	5%
Cc1nn(C)c2c1c(C(F)(F)F)cc(=O)n2C(C)C(=O)NCc1ccccc1 (configuration not stated)	4%	4%	1%	-1%	-4%	0%	-24%
Cc1ccc2nc(-c3ccncc3)c(Nc3ccccc3C)n2c1	0%	-17%	-2%	3%	-6%	1%	4%
O=C(CN1C(=O)CCc2cc(S(=O)(=O)N3CCOCC3)ccc21)NCc1ccc(Cl)cc1	4%	2%	-2%	-6%	-7%	-1%	-12%
Cc1ccc(CN2CCCn3nc(C(=O)NCCN(C)C)cc3C2=O)cc1	5%	18%	-6%	1%	1%	-1%	0%
COc1ccc(CCNC(=O)CCc2c(C)nc3cc(-c4cccc(F)c4)nn3c2C)cc1OC	-6%	-3%	1%	8%	89µM*	0%	-26%
CCC(C)NC(=O)Cn1cnc2sc(C)c(S(=O)(=O)N3CCN(c4ccccc4OC)CC3)c2c1=O (configuration not stated)	1%	?	-2%	-1%	10%	-1%	-10%
O=S(=O)(c1ccccc1)n1nc(-c2ccccc2)nc1NCc1ccc(Cl)cc1	9%	-11%	0%	3%	3%	-1%	-30%
CCOC(=O)c1ccc(NC(=O)Cn2cc(C(=O)c3ccc(CC)cc3)c(=O)c3ccc(C)nc32)cc1	-1%	6%	0%	9%	1%	0%	-7%
